FBW7 activator: human FBW7 E3 ligase activation, primary screen. Q969H0. AlphaScreen FBW7–phospho-cyclin E peptide binding, activator screen. actives 0.13% (n = 650,000). AID 1259310. normalized activity (activation), % at 26.1 µM; in the data active = normalized activity above about 1.9%;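 also: purified mutant Fbw7 with reduced substrate affinity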
Target sequence (Q969H0 whole entry, looked up): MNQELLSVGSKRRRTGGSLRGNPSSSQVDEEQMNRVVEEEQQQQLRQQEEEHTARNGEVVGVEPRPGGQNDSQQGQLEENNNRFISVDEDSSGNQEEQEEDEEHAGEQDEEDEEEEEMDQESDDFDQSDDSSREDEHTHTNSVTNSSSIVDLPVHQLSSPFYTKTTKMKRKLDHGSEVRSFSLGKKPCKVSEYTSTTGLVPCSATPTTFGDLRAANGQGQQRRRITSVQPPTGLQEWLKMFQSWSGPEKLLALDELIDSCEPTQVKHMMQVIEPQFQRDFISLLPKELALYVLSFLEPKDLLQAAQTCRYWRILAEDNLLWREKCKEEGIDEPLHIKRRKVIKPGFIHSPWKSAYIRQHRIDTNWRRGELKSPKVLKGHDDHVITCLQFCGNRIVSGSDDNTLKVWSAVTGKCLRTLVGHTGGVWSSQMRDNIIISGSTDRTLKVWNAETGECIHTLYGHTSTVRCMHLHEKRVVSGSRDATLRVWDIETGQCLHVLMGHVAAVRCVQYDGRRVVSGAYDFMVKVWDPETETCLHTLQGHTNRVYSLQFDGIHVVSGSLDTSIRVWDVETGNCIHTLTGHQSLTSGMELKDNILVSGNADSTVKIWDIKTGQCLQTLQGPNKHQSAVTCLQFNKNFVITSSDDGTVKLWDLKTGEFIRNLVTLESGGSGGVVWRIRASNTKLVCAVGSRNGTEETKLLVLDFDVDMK
GPR151 ag: human GPR151 activation. activation, % at 11.2 µM. AID 1508602. actives 1% (n = 650,000). Q8TDV0. PathHunter beta-arrestin GPR151 cells, luminescence; in the data active = activation above about 4.9%;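 also: 0% = median of compound wells and 100% = cells with positive control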
MITF inh: inhibitors of human MITF. inhibition, % at 2.6 µM. AID 1259374. AlphaScreen MITF homodimerization, bead proximity signal. actives 0.91% (n = 650,000). O75030; in the data active = inhibition above about 50%;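 also: 0% = vehicle wells with protein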
TEAD-YAP block: TEAD-YAP interaction inhibition; HEK-TIYL cells, TEAD-Gal4/YAP UAS-luciferase luminescence; inhibition, % at 9.12 µM; actives 1.4% (n = 640,000); AID 1259422; in the data active = inhibition above about 32%;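 also: 0% = median of test compound wells and 100% = reference inhibitor wells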
* hit, by the source's call; . = not tested or not shown.

SMILES | FBW7 activator | GPR151 ag | MITF inh | TEAD-YAP block
O=C(Nc1cccc(-c2nc3ccccc3s2)c1)C1=COCCO1 | 0.1 | 1.7 | -11 | -13
C=CCNC(=O)/C(=C/c1ccc(OC(C)=O)c(OC)c1)NC(=O)c1ccccc1 | 0.8 | 0.3 | 9 | 3
O=C(c1cc2ccccc2c(=O)o1)N1CCc2ccccc21 | 0.1 | 0.4 | 4 | 0
O=C(COc1ccc(Cl)cc1Cl)Nc1cccc(-c2nc3ccccc3o2)c1 | -0.1 | -1.2 | 3 | 6
COC(=O)c1c(NC(=O)C(C)(C)C)sc2c1CCN(Cc1ccccc1)C2 | -0.2 | 0.1 | -3 | 0
CCSc1nc2sccn2c(=O)c1C(=O)NCC(C)(C)C | -0.5 | 0.4 | 6 | -1
CCC1CCC(c2ccc(C3=N/C(=C\c4c(OC)ccc5ccccc45)C(=O)O3)cc2)CC1 (stereo unspecified) | 0.0 | 0.2 | -10 | 12
O=C(CN1C(=O)CCC1=O)NC(=O)NC1CCCC1 | 0.0 | 2.0 | -4 | 8
COCCN1C(=O)C(=O)/C(=C(\O)c2ccccc2)C1c1ccc(C(C)C)cc1 (stereo unspecified) | 0.0 | 0.1 | -2 | -1
COc1cc(CCC(=O)NCCn2nc(-c3cccs3)oc2=O)on1 | 0.0 | -0.3 | 12 | -4
COc1ccc(-c2nc3ccc(C(=O)Nc4cc(OC)c(OC)c(OC)c4)cc3s2)cc1 | 0.0 | -1.8 | -3 | -60
O=C(CSc1nc2ccccc2c(=O)n1-c1ccccc1)Nc1ccc(F)c([N+](=O)[O-])c1 | 0.0 | 0.0 | 4 | 22
O=c1cc(CO)oc(C(c2cccs2)c2oc(CO)cc(=O)c2O)c1O | -0.1 | 0.8 | 2 | 2
Cc1ccccc1N(CC(N)=O)C1SC(=O)NC1=O (stereo unspecified) | 0.0 | 0.2 | 2 | 9
O=C(O)CC(NC(=O)c1ccccc1)c1ccc(F)cc1 (stereo unspecified) | -0.2 | -0.5 | -2 | 4
Cc1ccccc1OCc1nnc(-c2ccccc2)o1 | -0.1 | 0.1 | -8 | -57
CC1CCN(C2CC(=O)N(c3ccc(Br)cc3Br)C2=O)CC1 (stereo unspecified) | 0.0 | 0.0 | -10 | 0
O=S(=O)(NCCc1csc(-c2cccc(F)c2)n1)c1ccc2ccccc2c1 | -0.1 | 2.2 | 1 | 1
CCCc1nnc2sc(NC(=O)c3ccc(OCC)cc3)nn12 | 0.2 | 2.4 | -1 | 8
CC#CC(=O)N1CCCC(C(=O)Nc2cccc(-n3cnnn3)c2)C1 (stereo unspecified) | 0.0 | 0.2 | 4 | 0
COc1ccc(CC(=O)NCCCc2ccccc2)cc1 | 0.5 | -1.1 | 28 | -6
O=c1nc(SCc2ccc(Cl)cc2)c2c(n1CCCO)CCC2 | 0.2 | 1.7 | -1 | 9
NC(=O)c1ccsc1NC(=O)CSc1nnc(N)s1 | 0.1 | 0.3 | -13 | 0
O=S(=O)(O)C1Cc2c(no[n+]2[O-])-c2ccc(O)cc21 (stereo unspecified) | 0.6 | -0.8 | 14 | -1
COCC1CCCN(Cc2c(C(=O)N(C)CCc3ccccc3)nc3c(C)cccn23)C1 (stereo unspecified) | -0.2 | 0.1 | 0 | 2

Next compounds follow.
SMILES | FBW7 activator | GPR151 ag | MITF inh | TEAD-YAP block
COc1ccc2c(c1)CC/C2=N/OC(=O)c1ccc(OC)c([N+](=O)[O-])c1 | -0.1 | 0.4 | -4 | -2
CN(c1ccc(C(=O)Nc2ccccc2)cc1)S(=O)(=O)c1ccc(Cl)cc1 | 0.1 | 0.0 | -15 | -7
Cc1ccc(C)c(OCC(=O)Nc2ccc(S(=O)(=O)Nc3onc(C)c3C)cc2)c1 | 0.3 | 1.2 | -3 | 8
O=C(Nc1nc(-c2ccccn2)cs1)c1sc2ccccc2c1Cl | -0.2 | 0.0 | 9 | 5
Cc1cc(C(=O)N2CCCC(CCC(=O)N(C)CCc3ccccn3)C2)c(C)o1 (stereo unspecified) | -0.1 | -0.1 | -2 | 2
CC(C)(C)N(Cc1ccccc1)C(=O)COc1ccccc1[N+](=O)[O-] | 0.1 | -1.0 | -7 | 21
c1ccc(CNc2nc3ccccc3s2)cc1 | 0.0 | -3.8 | 5 | 26
CCOC(=O)CNC(=O)c1cccc(I)c1 | 1.2 | -0.6 | -3 | 7
COc1cccc2cc(-c3nnc(-c4ccc(Cl)cc4)o3)c(=O)oc12 | 0.2 | -0.6 | 10 | -5
CC1(C)CC(N(Cc2cccs2)C(=O)c2c(F)cccc2F)CC(C)(C)N1 | -0.3 | -0.7 | 1 | -22
Cc1nc2ccccn2c1C(=O)NCC(F)(F)F | 0.2 | -0.2 | 6 | 1
CC(C)CCNC(=O)CCNS(=O)(=O)c1ccc(Br)cc1 | 0.0 | -0.3 | 1 | -1
CC(C)C(=O)Nc1nnc(SCC(=O)NC2CCCC2)s1 | 0.2 | -0.1 | 7 | 5
COc1ccc(CCNC2CCN(c3nc(C)c4ccc(OC)cc4n3)CC2)c(OC)c1 | 0.5 | -1.6 | 9 | 0
CC1CCCC(NC(=O)C2N(Cc3ccc(Cl)cc3)C(=O)C3C(C(=O)Nc4cc(Cl)cc(Cl)c4)C4C=CC32O4)C1C (stereo unspecified) | 0.0 | -0.5 | -13 | 3
COC(=O)C1=C(C)N(Cc2ccccc2)C(=O)/C1=C\c1ccccc1F | 0.1 | -0.1 | 15 | 7
O=c1oc2ccc(Br)cc2cc1-c1csc(NNc2ccccc2)n1 | 0.0 | -0.3 | 6 | 7
CCN(CC)c1nc(C)nc2sc(C(=O)N3CCN(c4cccc(Cl)c4)CC3)c(C)c12 | -0.1 | 0.4 | 4 | 9
COc1ccc(/C=C(\NC(=O)c2ccc(OCC(C)C)cc2)C(=O)NCCc2c(C)[nH]c3ccccc23)cc1 | 0.0 | 0.2 | 10 | -6
O=C(CCn1c(=O)oc2ccccc21)N1CCc2c(nc(N3CCCC3)[nH]c2=O)C1 | -0.1 | 5.1* | 10 | 6
O=S(=O)(Nc1ccc(Cl)c(Cl)c1)c1cc(Cl)ccc1Cl | -0.1 | 0.7 | -10 | 4
COC(=O)c1nc(N)n(-c2nc(-c3ccco3)cc(C(F)(F)F)n2)n1 | -0.2 | -0.1 | -4 | 5
Clc1cc2c(cc1CN1CCc3nnc(-c4ccccc4)n3CC1)OCO2 | -0.1 | 0.4 | -4 | 10
CCCCN(C)C(=O)C(CC)n1c2ccccc2c2nc(=O)cc(C)n21 (stereo unspecified) | 0.0 | 1.5 | -5 | -3
O=C1c2cccc([N+](=O)[O-])c2C(=O)N1c1ccc(S(=O)(=O)Nc2nccs2)cc1 | 0.0 | -0.5 | 3 | 1

A portion from the list above, for reference:
SMILES | FBW7 activator | GPR151 ag | MITF inh | TEAD-YAP block
COc1ccc2c(c1)CC/C2=N/OC(=O)c1ccc(OC)c([N+](=O)[O-])c1 | -0.1 | 0.4 | -4 | -2
CN(c1ccc(C(=O)Nc2ccccc2)cc1)S(=O)(=O)c1ccc(Cl)cc1 | 0.1 | 0.0 | -15 | -7
Cc1ccc(C)c(OCC(=O)Nc2ccc(S(=O)(=O)Nc3onc(C)c3C)cc2)c1 | 0.3 | 1.2 | -3 | 8
O=C(Nc1nc(-c2ccccn2)cs1)c1sc2ccccc2c1Cl | -0.2 | 0.0 | 9 | 5

The list continues.
SMILES | FBW7 activator | GPR151 ag | MITF inh | TEAD-YAP block
O=C1COc2ccccc2N1CC(=O)N(C1CCCCC1)C1CCCCC1 | 1.2 | 0.0 | 22 | -9
CCOc1ccc(/C=C/C(=O)Oc2ccc(Cl)cc2Cl)cc1 | 0.0 | -1.5 | 3 | 0
O=C1O[C@@H]2C[C@H]3C[C@@H]2[C@@H]1[C@H]3C(=O)N1CCc2ccccc21 | 0.1 | 0.8 | 7 | 7
COc1cc(SC)ccc1C(=O)NCCCn1ccnc1 | -0.1 | 0.0 | -2 | 20
COc1cccc(NS(=O)(=O)CCCCC(Cl)(Cl)Cl)c1 | 0.0 | -0.3 | 12 | -5
COc1ccc(-n2cc(C(=O)Nc3cc(OC)ccc3OC)c3ccccc3c2=O)cc1 | -0.1 | -0.3 | 7 | 5
COc1ccc(-c2nc3ccc(C(=O)N4CCN(c5ccccc5OC)CC4)cc3nc2-c2ccc(OC)c(OC)c2)cc1OC | 0.1 | -0.3 | -1 | 10
O=C(O)[C@H]1C[C@@H](CP(=O)(O)O)CCN1 | -0.1 | -0.8 | 30 | .
COc1ccc(NS(=O)(=O)c2ccc(C(=O)Oc3ccc(F)cc3)cc2)cc1 | 0.2 | 1.6 | -7 | 4
O=C(Nc1cc2c(s1)CCCC2)c1ccccc1 | -0.2 | -7.5 | 3 | 25
O=C(Nc1ccc(Cl)c2ncsc12)c1ccc(Cl)cc1Cl | 1.0 | -1.4 | -29 | -12
Cc1cccc(NC(=O)CSc2nnc(Cc3cccn3C)n2C)c1C | -0.2 | -0.1 | 5 | 7
Cc1ccc(C)c(CSCC2Nc3ccc(C(=O)NCc4ccccc4Cl)cc3NC2=O)c1 (stereo unspecified) | 0.0 | 0.4 | 14 | 4
COc1cc2c(cc1OC)C(COc1ccc([N+](=O)[O-])cc1)N(C(=O)C1CC1)CC2 (stereo unspecified) | 0.2 | 0.6 | 7 | -5
COc1ccccc1-c1c(C(F)(F)F)oc2c(CN3CC(C)OC(C)C3)c(O)ccc2c1=O (stereo unspecified) | -0.1 | 1.0 | 8 | -3
CCCOC(=O)c1ccc(NS(=O)(=O)c2ccc(Br)s2)cc1 | -0.1 | -0.7 | 8 | 4
CSc1ncccc1C(=O)Nc1ccc(O)cc1 | 0.0 | 2.5 | 3 | -5
C=CCn1c(SCC(=O)N2CCCC2)nc2cc(C(=O)N3CCOCC3)ccc2c1=O | 0.0 | -1.2 | 18 | -1
Cc1ccc(C)c(N2C(=O)C3C4CCC(C4)C3C2=O)c1 (stereo unspecified) | -0.1 | 2.8 | -1 | -3
CCCCCCOC(=O)C1=C(C)NC(=O)NC1c1cccc(Br)c1 (stereo unspecified) | 0.0 | -0.3 | -10 | -3
O=C1NC2(CCN(CC(=O)N3CCN(c4ccccc4F)CC3)CC2)Oc2ccccc21 | 0.0 | 0.6 | 1 | 2
Cc1nc(=S)sn1-c1nc(Nc2ccccc2)nc(Nc2ccccc2)n1 | -0.1 | 0.6 | 16 | -6
CCOc1ccc2c(c1)c1c3n2CCN(C)C3=NCC1 | -0.3 | 1.1 | 0 | -3
O=C(NCCOc1ccc2nnc(-c3cccc(F)c3)n2n1)Nc1ccccc1Cl | 0.1 | -0.3 | -10 | -4
CC(C)CNS(=O)(=O)c1ccc(CCC(=O)NCCC2=CCCCC2)cc1 | 0.1 | 0.0 | 7 | 6

Shown with each value named: entries from further up
O=C(Nc1cc2c(s1)CCCC2)c1ccccc1
  FBW7 activator: -0.2 | GPR151 ag: -7.5 | MITF inh: 3 | TEAD-YAP block: 25

O=C(Nc1ccc(Cl)c2ncsc12)c1ccc(Cl)cc1Cl
  FBW7 activator: 1.0 | GPR151 ag: -1.4 | MITF inh: -29 | TEAD-YAP block: -12

Cc1cccc(NC(=O)CSc2nnc(Cc3cccn3C)n2C)c1C
  FBW7 activator: -0.2 | GPR151 ag: -0.1 | MITF inh: 5 | TEAD-YAP block: 7

Later entries:
SMILES | FBW7 activator | GPR151 ag | MITF inh | TEAD-YAP block
CC(=O)C1=C(c2ccc(C)c(C)c2)N(C(C)=O)n2c(nnc2-c2ccccc2)S1 | 0.0 | -0.3 | -3 | -10
Cc1cccnc1C(NC(=O)C1CCN(C(=O)C(C)(C)C)CC1)c1ccccc1 (stereo unspecified) | 0.3 | -1.0 | -2 | 5
Cc1ccc(OCCN2CCOCC2)c(Br)c1 | 0.5 | 1.9 | 64* | -13
CC1(C(=O)NC(=S)NNC(=O)c2ccncc2)CCCCC1 | -0.6 | -1.4 | -1 | 5
Ic1ccc2c(c1)[nH]c1ccccc12 | 0.2 | 1.3 | 10 | -6
COCCSc1nc(-c2cccc(OC)c2)nc2c1c(=O)n(C)c(=O)n2C | -0.1 | 1.1 | -9 | -14
CC/C(C)=N\NC(=O)CNc1ccccc1Cl | 0.1 | 0.0 | 3 | 3
CC(C)C(=O)Nc1nnc(C2CCCO2)s1 (stereo unspecified) | 0.0 | 1.0 | 2 | -4
CCOC(=O)C1=C(C)NC(=S)NC1c1ccc(OCc2ccccc2)cc1 (stereo unspecified) | -0.1 | -0.6 | -3 | -10
Cc1nc2c(c(=O)[nH]1)CN(Cc1ccc(F)cc1)CC2 | 0.9 | -1.6 | 14 | 13
COc1ccc(-c2c(C(F)(F)F)oc3c(CN(C)C)c(O)ccc3c2=O)cc1OC | 0.3 | 0.2 | 8 | 1
O=C(O)c1cc2cccc([N+](=O)[O-])c2oc1=O | 0.2 | 0.0 | 16 | 2
Cc1ccc(N(Cc2ccc(C(=O)NCCc3ccccc3)cc2)S(C)(=O)=O)cc1C | 0.1 | 0.5 | 2 | 8
CC1CC(N(C(=O)CN2C(=O)c3ccccc3C2=O)c2ccccc2)c2ccccc2N1C(=O)CN1C(=O)c2ccccc2C1=O (stereo unspecified) | 0.1 | 0.4 | -12 | 9
COc1ccccc1C(=O)NC1CCCCC1NC(=O)c1ccccc1OC (stereo unspecified) | 0.0 | 1.9 | 23 | 3
COc1cccc(/C=C2/C(=O)N(c3ccc(Cl)c(Cl)c3)N=C2C)c1 | -0.7 | -0.2 | -13 | 0
O=C(Nc1ccc(F)cc1F)c1cnc(N2CCN(c3ncccn3)CC2)c2ccccc12 | 0.6 | -1.9 | -1 | 5
